High-throughput results: PubChem BioAssay, several laboratories
FXIIa inh = blocks human coagulation factor XIIa protease activity; P00748; purified FXIIa, Boc-QGR-AMC fluorogenic substrate, 2 h; inhibition, % at 5 µM; 220,000 compounds, 0.3% hits; in the data active = inhibition above about 40%;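 also: 0% = enzyme with no compound and 100% = blank without enzyme; many of its hits are not listed in these tables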
Target sequence (P00748 20-372 limits assumed): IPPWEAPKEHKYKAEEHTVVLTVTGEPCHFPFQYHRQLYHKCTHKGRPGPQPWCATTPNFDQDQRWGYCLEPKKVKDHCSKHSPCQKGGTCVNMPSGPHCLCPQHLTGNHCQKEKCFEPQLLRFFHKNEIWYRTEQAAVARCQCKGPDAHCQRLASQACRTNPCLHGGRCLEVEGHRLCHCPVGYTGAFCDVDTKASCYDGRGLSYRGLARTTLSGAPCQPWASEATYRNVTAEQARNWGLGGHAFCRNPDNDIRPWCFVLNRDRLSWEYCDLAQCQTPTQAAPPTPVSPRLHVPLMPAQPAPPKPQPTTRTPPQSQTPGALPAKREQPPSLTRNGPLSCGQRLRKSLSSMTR
Target sequence (P00748 373-615 limits assumed): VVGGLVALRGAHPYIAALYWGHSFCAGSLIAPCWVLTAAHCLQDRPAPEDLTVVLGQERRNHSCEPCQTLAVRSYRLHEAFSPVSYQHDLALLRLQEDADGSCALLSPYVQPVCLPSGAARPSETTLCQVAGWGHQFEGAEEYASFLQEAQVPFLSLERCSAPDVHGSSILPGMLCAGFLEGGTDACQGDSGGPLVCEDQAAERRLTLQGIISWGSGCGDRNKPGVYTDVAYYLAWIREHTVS
Cl transport mod = KCC2 (human) Cl- transport modulation. KCC2 cells, thallium flux FluoZin-2 fluorescence. 190,000 compounds, 2.2% hits. Q9H2X9. B-score of Tl+ flux slope (higher = more flux/activation; lower = inhibition) at 10 µM;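 active = thallium flux slope and its plate-corrected score both differing from the plate sample mean at a set confidence after two filtering rounds, in either direction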;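 also: slope of fluorescence scaled to starting intensity during 10 to 20 s after thallium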
KLK5 inh = kallikrein 5 (human) inhibition. Q9Y337. recombinant hK5, fluorogenic AMC substrate cleavage. inhibition, % at 5 µM. 210,000 compounds, 0.59% hits. AID 873;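 active = inhibition of 40% or more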;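 also: 0% = enzyme controls without compound and 100% = no-enzyme blanks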
PERK inh = inhibitors of human PERK kinase; CHO PERK-DD fusion, SEAP luminescence translation reporter; inhibition, % at 5.6 µM; 220,000 compounds, 0.17% hits;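 active = inhibition above the mean inhibition of all tested compounds plus 3 SD, set separately per screening campaign, cut at about 2.9% in these data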;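 also: PERK kinase domain activated by AP20187 dimerizer at 100 nM; 0% = DMSO with dimerizer and 100% = rapamycin at 8.4 µM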
Furin inh = human furin inhibition; 220,000 compounds, 0.061% hits; inhibition, % at 30 µM; P09958; purified furin, fluorogenic substrate cleavage; AID 463115; in the data active = inhibition above about 25%; also: inactives centre near -15
thrombin 1536 = blocks human thrombin protease activity; alpha-thrombin, Boc-VPR-AMC fluorogenic substrate cleavage; 220,000 compounds, 0.26% hits; inhibition, % at 5 µM; AID 1046;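 active = inhibition at or above 40%; inactive = inhibition below 40%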;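 also: 0% = enzyme with no compound and 100% = wells without enzyme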
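System – human alpha-thrombin protein · Reagent – Boc-VPR-AMC substrate, 15 µM final · Compound – 5 µM single dose in 0.2% DMSO · Schedule – reaction at room temperature · Technique – AMC fluorescence at 355 nm excitation and 460 nm emission · Read-out basis – % inhibition relative to enzyme controls and enzyme-free blanks · Control set – no-compound enzyme wells and no-enzyme blanks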
Calpain2 inh = calpain II (pig) inhibition; 220,000 compounds, 0.37% hits; purified calpain II, fluorogenic peptide substrate, 30 min; inhibition, % at 16 µM; AID 1236;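 active = inhibition above about 50%, limit read from the data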
FXIa inh = blocks human coagulation factor XIa protease activity. P03951. purified FXIa, Boc-Glu-Ala-Arg-AMC fluorogenic substrate. inhibition, % at 5 µM. 220,000 compounds, 0.14% hits. AID 798;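 active = inhibition of at least 40%; inactive = inhibition below 40%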;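 also: fluorescence of freed AMC excited at 355 nm; 0% = enzyme without compound and 100% = no enzyme blank; many of its hits are not listed in these tables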
Rad51 HR inh = blocks human Rad51 in homologous recombination | hRad51 DNA strand exchange, fluorescence dequenching | inhibition, % at 10 µM | 200,000 compounds, 0.085% hits;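 active = inhibition above 40% at the single screening dose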;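 also: 0% = DMSO control wells and 100% = blanks with heterologous ssDNA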
Target sequence (Q06609 whole entry, looked up): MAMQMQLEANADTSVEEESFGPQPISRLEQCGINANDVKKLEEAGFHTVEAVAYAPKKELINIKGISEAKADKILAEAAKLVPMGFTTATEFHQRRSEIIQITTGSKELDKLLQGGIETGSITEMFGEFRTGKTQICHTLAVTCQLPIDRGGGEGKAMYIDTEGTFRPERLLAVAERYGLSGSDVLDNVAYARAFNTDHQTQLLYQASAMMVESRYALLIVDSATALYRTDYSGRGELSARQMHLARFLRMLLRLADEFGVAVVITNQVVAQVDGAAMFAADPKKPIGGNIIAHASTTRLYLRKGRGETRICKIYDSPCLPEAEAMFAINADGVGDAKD
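Material: human Rad51–ssDNA filaments; Probe or stimulus: labelled 47-mer dsDNA for strand exchange; Doses: single 10 µM dose; Incubation: 37 °C 15-min filament assembly, 30-min compound preincubation, 15-min exchange; Technique: FRET fluorescence dequenching, excitation 485 nm, emission 520 nm; Measure: Fluorescence-based percent inhibition, control- and blank-normalised; Benchmarks: plate control and blank wells.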
An asterisk follows results filed as active; i = inactive; . = not tested or not shown; [ ] = remark or other dose. This is a subset, so the mix of outcomes need not match the whole.

Below each compound: FXIIa inh	Cl transport mod	KLK5 inh	PERK inh	Furin inh	thrombin 1536	Calpain2 inh	FXIa inh	Rad51 HR inh
> Cc1cc(F)ccc1S(=O)(=O)Nc1ncnc2sccc12
  1	0.61	-13	1.0	7	0	-34	-7	21
> Nn1c(SCc2ccccc2F)nnc1-c1ccccn1
  6	-0.011	1	-1.1	-19	-1	-14	2	12
> O=C(CN1CCN(C(c2ccccc2)c2ccccc2)CC1)NC(=O)NCc1ccco1
  5	.	-5	-1.4	-7	-6	2	-11	2
> Cc1cc(OC(=O)c2c(Cl)cccc2Cl)nc(C)n1
  0	.	2	-0.3	-7[20 µM]	0	7	0	-2
> O=C(N1CCOCC1)N1CCCC(c2nc(-c3cccs3)no2)C1 (stereo not drawn)
  9	0.29	2	-0.2	-11	0	10	-26	-4
> Cc1[nH]c2ccc(Br)cc2c(=O)c1CN1CCOCC1
  9	-0.0035	-4	0.3	-13	0	-12	-2	7
> c1ccc(C2CC(c3cccs3)Nc3nnnn32)cc1 (stereo not drawn)
  2	0.44	0	0.8	-24	1	-31	-3	20
> Cc1nc(CNS(=O)(=O)c2cccnc2)cs1
  7	0.47	-10	-0.3	-23[20 µM]	-11	8	2	-5
> O=C(Cn1ccc2ccccc2c1=O)NCCC(=O)N1CCN(C2CCCCC2)CC1
  11	0.055	-11	-0.1	-16[20 µM]	-4	20	4	-2
> COc1cccc(NC(=O)C2CCCN(S(=O)(=O)c3cccc4cccnc34)C2)c1 (stereo not drawn)
  10	-0.61	1	-0.2	0	2	4	8	-3
> S=c1[nH]nc(-c2ccncc2)n1Cc1ccco1
  -17	-0.61	-8	1.0	-17[20 µM]	-5	18	-3	1
> Cc1cc(C)c(NC(=O)C(C)(C)C)c(Cl)c1
  -5	0.84	-1	-0.6	-18	-2	5	-1	-9
> CCOC(=O)c1cc2c(ccn2C)n1CC(=O)N1C(C)CCCC1C (stereo not drawn)
  1	-0.81	-8	0.6	-17	-11	-29	-6	-2
> O=C(COC(=O)[C@H](Cc1ccccc1)NC(=O)c1ccco1)NCc1ccccc1
  6	-0.094	-10	-1.3	4[20 µM]	1	-28	-6	-1
> CC(C)(C)C(=O)Nc1nnc(SCc2ccc(F)cc2)s1
  3	-2.2	8	0.2	-24[20 µM]	-6	2	-9	-6
> CN(C)c1ccc(C2CNC(c3ccc(Cl)c([N+](=O)[O-])c3)c3[nH]c4ccccc4c32)cc1 (stereo not drawn)
  10	-0.91	0	1.1	-27	5	-36	1	-13
> COc1ccc(-c2nnc(NC(=O)C(C)C)o2)cc1
  13	0.76	-10	-0.1	-20	0	-10	4	6
> COc1ccc(/C=C(\NC(=O)c2ccccc2)C(=O)OC[C@@H]2CCC[N+]3(C)CCCCC23)cc1OC (stereo partly drawn)
  2	-0.34	-11	2.3	-10	2	0	-6	-23
> COc1ccc(N2CCN(C(c3ccc4ncccc4c3)c3nnnn3C(C)C)CC2)cc1 (stereo not drawn)
  1	-0.14	-3	-1.5	-19	-7	-3	-3	4
> COc1ccc2ccccc2c1CNCCCN1CCOCC1
  25	-1	26	-0.8	-11	10	3	26	-7
> O=C(/C=C/c1cccc([N+](=O)[O-])c1)NC(=S)Nc1ccccc1C(=O)O
  6	-0.46	4	-0.1	-13	-11	-24	-4	10
> O=C(NCCc1ccncc1)Nc1ccc(Cl)c(Cl)c1
  7	-1.8	2	-0.3	-14	-2	5	0	2
> Cc1cccc(C)c1-n1c(SCC(=O)NCc2ccco2)nc2ccccc2c1=O
  20	-0.6	38	0.2	-18[20 µM]	19	21	15	3
> Cc1nc(-c2ccccn2)nc(SCC(=O)c2ccccc2)c1Cl
  4	-0.42	-3	-2.4	-4	-3	25	0	7
> CNC(=S)N(Cc1cc2ccc(OC)cc2[nH]c1=O)CC1CCCO1 (stereo not drawn)
  7	0.38	0	0.3	-4	.	-14	3	6
> Cc1nc2ccc(S(=O)(=O)Nc3cc(-c4nc5cccnc5s4)ccc3C)cc2s1
  13	-2.4	-7	-0.3	-3	2	-63	10	-4
> C/C(=N\NC(=O)c1ccccc1)c1ccc(-n2ccnc2)cc1
  9	1.4	-2	0.2	-16	-6	2	-6	-11
> Cc1cc(C(=O)NNC(=S)Nc2ccccc2C)cs1
  0	4.6*	-73	-0.6	0	-3	24	-3	.
> NC(=O)c1ccc(NC(=O)COC(=O)CCSc2ccccc2)cc1
  3	-0.23	2	2.5	-19	-1	23	9	-13
> NC(=O)NC(=O)COC(=O)c1cccnc1Nc1ccccc1F
  -3	0.093	-3	0.2	-4	-9	11	-8	-3
> CC1CCC(C(C)C)C(OC(=O)COC(=O)c2ccc(N)cc2)C1 (stereo not drawn)
  6	0.76	-10	0.6	-5	-6	26	6	4
> Cc1ccc(N/N=C(\Cc2nc3ccccc3[nH]2)c2ccccc2)cc1
  8	0.38	-37	-0.9	-24	-2	-29	3	.
> CCOC(=O)N1CCN(C(=O)CSc2nc3c(c(=O)n2-c2ccccc2OC)SCC3)CC1
  0	.	-2	-0.5	-12	-3	11	-9	5
> CCN(CC)CCNC(=O)Cc1c(C(=O)O)n(C)c2ccccc12
  6	0.22	2	1.1	-4	4	-6	3	3
> Cc1nn(-c2ccccc2)c(C)c1/C=N/n1cnnc1
  5	-0.65	-13	-0.3	-18	3	-17	-2	8
> CCCCC(=O)Nc1cc(OC)c(NC(=O)C2CCCCC2)cc1OC
  -1	-0.41	0	-2.0	-7[20 µM]	-3	24	-9	3
> O=C(COC(=O)CN1C(=O)c2ccccc2C1=O)Nc1ccc(S(=O)(=O)N2CCCC2)cc1
  4	-0.21	-28	0.9	-20[20 µM]	-1	-38	-4	1
> O=C(CCN1C(=O)c2cccc3cccc(c23)C1=O)N1CCN(Cc2ccc3c(c2)OCO3)CC1
  21	.	-12	-1.4	17	1	-41	7	-2
> Cc1ccc(SC[C@H](c2ccccc2)N2CCN(CCc3ccccc3)CCC2=O)cc1
  3	-0.47	0	.	-14	-3	46	-1	-2
> c1ccc(-c2nnc(-c3ccccc3)c(-c3c[nH]c4ccccc34)n2)cc1
  10	1.3	-6	0.4	-9[20 µM]	-6	-32	-8	-9
> CN(C)S(=O)(=O)N1CCCC(C(=O)c2ccc(-c3ccccc3)c(F)c2)C1 (stereo not drawn)
  1	-1.5	0	-1.1	-12	0	30	-4	-3
> CCc1ccc(CSc2nccn2-c2ccccc2)cc1
  11	.	-18	0.5	1[20 µM]	-2	7	-2	-2
> Cc1cccc(C(=O)Nc2ccccc2-c2nnn(CC(=O)Nc3ccc4c(c3)OCCO4)n2)c1
  2	.	-5	0.2	-14[20 µM]	-2	-65	-6	6
> COc1ccc(CNC(=O)C/C(C)=N/NC(=O)COc2ccc(Br)cc2)cc1
  10	.	28	0.9	-23	-6	5	2	-9
> COCCc1nnc(NC(=O)Cc2ccccc2)s1
  29	0.97	-16	0.6	-8	1	3	15	10
> CCOc1ccc(Br)cc1CNc1ccc2c(c1)OCCO2
  -5	0.57	-8	-0.4	-20	-3	25	0	-11
> CC(C)CN1CCN(Cc2cccc3ncccc23)CC1CCO (stereo not drawn)
  10	-0.14	4	-0.2	-24	-6	0	-1	-4
> CCc1ccc(OCCOCC(O)CNC(C)CC)cc1 (stereo not drawn)
  5	-0.77	-16	-0.4	-8	-8	9	-4	8
> CCc1ccc(OCCOCC(O)CNC2CCCC2)cc1 (stereo not drawn)
  11	0.8	0	-0.4	-30	-2	-11	-3	.
> CCN1CCN(C(CNC(=O)c2ccc3c(c2)OCO3)c2cccnc2)CC1 (stereo not drawn)
  8	0.43	24	1.2	-22	-8	-8	-8	-15

Next part, overlapping the part above by two compounds.
Below each compound: FXIIa inh	Cl transport mod	KLK5 inh	PERK inh	Furin inh	thrombin 1536	Calpain2 inh	FXIa inh	Rad51 HR inh
> CCc1ccc(OCCOCC(O)CNC2CCCC2)cc1 (stereo not drawn)
  11	0.8	0	-0.4	-30	-2	-11	-3	.
> CCN1CCN(C(CNC(=O)c2ccc3c(c2)OCO3)c2cccnc2)CC1 (stereo not drawn)
  8	0.43	24	1.2	-22	-8	-8	-8	-15
> C=CCNc1nnc(SC2CC(=O)N(c3ccc(OC)cc3)C2=O)s1 (stereo not drawn)
  19	.	-7	-0.4	-13[20 µM]	7	-4	6	-5
> CCCn1c(C2CC(=O)N(c3ccc(C)cc3)C2)nc2ccccc21 (stereo not drawn)
  8	-1.5	1	-0.9	-9[20 µM]	-6	-7	-2	-4
> C=CCNC(=O)/C(C#N)=C/c1c(C)nn(-c2ccc(Cl)cc2)c1Cl
  9	0.56	-7	0.4	-17	-9	-39	0	-17
> COc1ccc(-c2cc(C(F)(F)F)n3nc(C(=O)N4CCCCC4)cc3n2)cc1
  11	.	-52	0.0	-3	-1	i	-8	3
> O=C(Cn1cc(C(F)(F)F)ccc1=O)N1CCN(S(=O)(=O)c2ccc(Cl)cc2)CC1
  12	.	-18	1.6	-23	8	-13	-4	-9
> CC(C)NC(=S)Nc1c(N)[nH]c(=O)[nH]c1=O
  11	0.21	-6	1.6	-14	2	6	8	6
> CC(C)N1CCN(Cc2cccn2-c2nccs2)CC1CCO (stereo not drawn)
  13	1	.	0.4	-16	0	-1	3	.
> CCOC(=O)CNc1nc(C#N)nc(N2CCOCC2)n1
  17	.	6	-0.9	-9	1	11	5	8
> COc1ccc(OC)c2c(=O)cc(C(=O)O)[nH]c12
  7	0.066	3	0.9	19	0	0	2	1
> O=[N+]([O-])c1ccc(N2CCCCCC2)c(S(=O)(=O)N2CCCCC2)c1
  7	0.042	27	-0.3	-7	-7	-9	-5	10
> Cc1cccc(CSc2nnc(NC(=O)CSc3nnc(C)s3)s2)c1
  7	0.049	-34	1.0	-5[20 µM]	-4	-37	-3	-1
